Assay outcomes (PubChem BioAssay)
GRK2 inh = blocks RNA aptamer binding to human GRK2; P25098; bead flow cytometry, FAM-aptamer displacement from GRK2; inhibition of aptamer binding, % at 10 µM; actives 0.59% (n = 330,000);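 active means inhibition of aptamer binding above 40%, roughly 3 SD of noise, on plates passing a quality check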;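 further: median bead fluorescence of bound FAM aptamer so fluorescent compounds give negative values; no value below 0 was filed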
Target sequence (P25098 whole entry, looked up): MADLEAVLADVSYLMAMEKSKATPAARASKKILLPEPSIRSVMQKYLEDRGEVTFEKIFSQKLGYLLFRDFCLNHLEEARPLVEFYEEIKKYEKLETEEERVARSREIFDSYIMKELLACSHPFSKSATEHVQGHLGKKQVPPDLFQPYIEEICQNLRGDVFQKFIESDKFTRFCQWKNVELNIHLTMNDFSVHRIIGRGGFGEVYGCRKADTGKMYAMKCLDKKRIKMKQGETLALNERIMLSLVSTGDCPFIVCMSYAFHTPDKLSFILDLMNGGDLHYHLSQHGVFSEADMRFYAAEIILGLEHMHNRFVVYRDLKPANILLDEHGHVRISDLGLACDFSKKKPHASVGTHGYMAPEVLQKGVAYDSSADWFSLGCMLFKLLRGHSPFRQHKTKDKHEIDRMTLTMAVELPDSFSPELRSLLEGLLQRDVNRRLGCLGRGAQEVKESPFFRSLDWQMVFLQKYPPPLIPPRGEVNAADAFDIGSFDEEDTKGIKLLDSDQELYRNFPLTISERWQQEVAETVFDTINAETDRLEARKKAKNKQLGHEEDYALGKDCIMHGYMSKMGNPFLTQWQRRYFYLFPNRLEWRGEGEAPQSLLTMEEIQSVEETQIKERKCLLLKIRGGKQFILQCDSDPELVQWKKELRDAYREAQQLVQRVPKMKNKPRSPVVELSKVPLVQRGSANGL
CIT2 TOR yeast = modulators of TOR pathway CIT2-GFP in S. cerevisiae; actives 0.065% (n = 320,000); GFP response vs DMSO, % at 10 µM; S. cerevisiae CIT2-GFP strain, flow cytometry, 3 h; 100 means same as DMSO wells;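 active means GFP response relative to DMSO above a set limit, near the screen mean plus 3 SD, cut at about 150% in these data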;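 further: ratio of well median GFP fluorescence to mean of DMSO wells on the plate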
GASC-1 inh = inhibitors of human GASC-1 (JMJD2C) demethylase; actives 0.069% (n = 330,000); GST-JMJD2C(1-420) H3K9me3 demethylation, DELFIA europium; AID 2099; inhibition, % at 2.35 µM; Q9H3R0;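 active means more than half of a compound's replicate wells show inhibition beyond 50%, single wells judged on their own value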;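 further: signal counts dimethyl H3K9 product captured on neutravidin plate; 0% = median of DMSO wells and 100% = 0.3 times that DMSO median; strong numbers were not always called active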
Target sequence (Q9H3R0 1-420 limits assumed): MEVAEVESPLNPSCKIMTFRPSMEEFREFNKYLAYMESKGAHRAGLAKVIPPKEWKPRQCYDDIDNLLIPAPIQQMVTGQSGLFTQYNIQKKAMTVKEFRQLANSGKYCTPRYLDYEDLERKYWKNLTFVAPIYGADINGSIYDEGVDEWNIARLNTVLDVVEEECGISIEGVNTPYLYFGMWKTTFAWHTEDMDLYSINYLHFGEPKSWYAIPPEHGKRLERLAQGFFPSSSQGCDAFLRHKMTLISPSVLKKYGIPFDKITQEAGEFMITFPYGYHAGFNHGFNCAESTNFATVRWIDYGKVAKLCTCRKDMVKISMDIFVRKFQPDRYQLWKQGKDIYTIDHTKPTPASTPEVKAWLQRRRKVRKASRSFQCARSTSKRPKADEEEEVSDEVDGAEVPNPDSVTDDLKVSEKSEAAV
VLA-4 inh = inhibition in a human VLA-4 binding assay; inhibition, % (about 7 µM as worked out from the volumes in the protocol); AID 2557; VLA-4 expressing cells, ligand binding flow cytometry; actives 0.2% (n = 330,000); in the data active means inhibition above about 50%
AGP1-GFP MLPCN = modulators of TOR pathway AGP1-GFP in S. cerevisiae; S. cerevisiae AGP1-GFP multiplex flow cytometry, 3 h; GFP as percent of DMSO wells; GFP response vs DMSO, % at 10 µM; actives 0.02% (n = 320,000); AID 2066;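 active means GFP response relative to DMSO above a set limit, near screen average plus 3 SD, cut at about 150% in these data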;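 further: median GFP channel fluorescence of the gated AGP1 strain per well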
MEP2 TOR yeast = yeast TOR pathway MEP2-GFP modulation; S. cerevisiae MEP2-GFP strain, flow cytometry GFP, 3 h; 100% = DMSO control level; GFP response vs DMSO, % at 10 µM; actives 0.51% (n = 330,000); AID 2016;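 active means GFP response versus DMSO above a set limit, roughly screen mean plus 3 SD, cut at about 180% in these data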;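 further: median GFP fluorescence of the barcode-gated MEP2-GFP cells per well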
RPL19A-GFP yeast = alters RPL19A-GFP fluorescence in TOR pathway yeast screen; S. cerevisiae RPL19A-GFP strain, flow cytometry, 3 h; hits give low values; percent response vs DMSO, % at 10 µM; actives 0.3% (n = 330,000);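 active means percent response vs DMSO below 50%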;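 further: median channel GFP fluorescence of the barcoded RPL19A-GFP strain; ratio of sample median GFP to plate DMSO average so 100% = DMSO; lower means less RPL19A-GFP as with rapamycin TOR inhibition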
LAP4 TOR yeast = yeast TOR pathway LAP4-GFP modulation; S. cerevisiae LAP4-GFP multiplex, flow cytometry GFP, 3 h; median GFP as percent of DMSO wells; GFP response vs DMSO, % at 10 µM; actives 0.34% (n = 320,000); AID 2023;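 active means GFP response vs DMSO above a set limit, about the screen mean plus 3 SD, cut at about 150% in these data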
* marks the source's active call; other numbers are inactive results; x = not tested or not shown; [ ] = remark or other dose. Outcome played no part in choosing rows; 1.7% or so of the library scored in one or more.

SMILES | GRK2 inh | CIT2 TOR yeast | GASC-1 inh | VLA-4 inh | AGP1-GFP MLPCN | MEP2 TOR yeast | RPL19A-GFP yeast | LAP4 TOR yeast
CSc1ccccc1NC(=O)C1CCCN(S(C)(=O)=O)C1 (stereo unspecified) | 2 | 105 | 5 | 13 | 101 | 95 | 101 | 96
N=c1oc2ccccc2cc1C(=O)N/N=C/c1ccccc1 | 0 | 99 | -3 | -7 | 98 | 95 | 99 | 94
CCc1ccc(-c2csc(NC(=O)Oc3ccccc3)n2)cc1 | 0 | 108 | -14 | -23 | 103 | 109 | 104 | 99
CSCCC(C(=O)NCc1cccs1)N1C(=O)c2ccccc2C1=O (stereo unspecified) | 0 | 98 | -2 | -4 | 97 | 96 | 101 | x
CC1CCCCN1CCCNc1ccc(C(CC(N)=O)NC(=O)c2ccccc2)cc1[N+](=O)[O-] (stereo unspecified) | 0 | 107 | 2 | 6 | 87 | 93 | 103 | 134
O=C(NC1CCCC1)c1cc(S(=O)(=O)N2CCOCC2)c(Cl)cc1Cl | 0 | 106 | 24 | 0 | 104 | 107 | 102 | 98
CCOc1ccc(-c2n[nH]c(C)c2Oc2ccc(OC)cc2)c(O)c1 | 14 | 75 | -32 | -3 | 88 | 89 | 88 | 94
CC1(C)Cc2cccc(OCC(=O)Nc3ccccc3F)c2O1 | 7 | 77 | -31 | -1 | 95 | 90 | 91 | 122
CCCn1nc(C(=O)NNC(=O)CSCC(=O)Nc2cc(C)on2)c2ccccc2c1=O | 1 | 98 | 0 | 1 | 96 | 93 | 91 | 92
CCn1cc(C(=O)O)c(=O)c2cc(F)c(N3CCN(S(=O)(=O)c4ccc5c(c4)OCCO5)CC3)cc21 | 2 | 87 | 0 | 7 | 90 | 87 | 97 | 92
COc1ccc(Cl)cc1NC(=O)C/C(C)=N/NC(=O)CCc1ccccc1 | 2 | 104 | 4 | 31 | 109 | 108 | 106 | 99
CCOC(=O)C1CCCN(Cc2ccccc2C)C1 (stereo unspecified) | 0 | 101 | 0 | 9 | 104 | 105 | x | 101
O=C(C1CCN(S(=O)(=O)N2CCOCC2)CC1)N1CCN(Cc2ccccc2)CC1 | 0 | 86 | -6 | 7 | 84 | 93 | 91 | 83
COc1ccc(NC(=O)COC(=O)c2ccc3ccccc3n2)c(OC)c1 | 6 | 102 | 3 | 18 | 104 | 104 | 113 | 111
CN(C)C(=O)c1cn(-c2ccc(Cl)cc2)c(=O)c2ccccc12 | 0 | 105 | -4 | -12 | x | 95 | 94 | 100
COc1ccc(C(=O)Nc2sc(C)c(-c3ccccc3)c2C#N)cc1OC | 1 | 94 | 1 | -3 | 100 | 96 | 97 | 97
O=C(CSc1nc2ccccc2s1)Nc1ccc2c(c1)oc1ccccc12 | 0 | 97 | 10 | -1 | 101 | 101 | 100 | 102
Cc1c(C(=O)O)sc(=S)n1-c1ccccc1 | 0 | 93 | 8 | 13 | x | 82 | 95 | 77
Cc1noc(C)c1NC(=O)N(C)C[C@@H]1Oc2c(NC(=O)c3ccncc3)cccc2C(=O)N([C@H](C)CO)C[C@@H]1C | 4 | 102 | 5 | 4 | 94 | 106 | 102 | 93
CC(NC(=O)C1CCCN(S(=O)(=O)c2cccc3nonc23)C1)c1ccccc1 (stereo unspecified) | 1 | 117 | -26 | 10 | 102 | 105 | 101 | 103
CC(NC(=O)COC(=O)Cc1ccsc1)C1CC2CCC1C2 (stereo unspecified) | 2 | 92 | 3 | -4 | 93 | 97 | 94 | 96
CC1=NN2C(=N)/C(=C\c3cc(C)n(-c4cccc(C)c4)c3C)C(=O)N=C2S1 | 3 | 96 | -1 | -13 | 103 | 96 | 96 | 106
COC(=O)C1C(=O)/C(=C/N(C)C)C(=O)CC1(C)C (stereo unspecified) | 2 | 104 | -2 | -5 | 105 | 96 | 98 | 93
O=C(COC(=O)/C=C/c1ccc(OC(F)F)cc1)NC(=O)NC1CCCCC1 | 2 | 111 | -5 | -9 | 103 | 108 | 101 | 92
Nc1nc(Nc2ccccc2F)nc(NCc2ccccc2)c1[N+](=O)[O-] | 5 | 87 | -2 | 6 | 94 | 100 | 94 | 105
Cn1ncc(N2CCN(S(=O)(=O)c3ccc(Br)cc3)CC2)c(Cl)c1=O | 0 | 59 | 0 | 2 | 92 | 91 | 78 | 170*
Cc1cc(OC(C(=O)O)c2ccccc2)c2c(C)c(Cc3ccccc3)c(=O)oc2c1 (stereo unspecified) | 4 | 97 | 5 | -7 | 96 | 96 | 97 | 101
CCC(C)[C@H](NC(=O)N1CC(=O)Nc2ccccc21)C(=O)N1CCC(C(=O)O)CC1 (stereo partly specified) | 0 | 97 | -36 | 12 | 99 | 99 | 100 | 96
CCN(CC)Cc1c(C(=O)N/N=C(\C)c2ccncc2)nnn1-c1nonc1N | 2 | 102 | -1 | 2 | 99 | 108 | 109 | 91
O=S(=O)(Nc1ncnc2c1oc1ccccc12)c1ccc(Cl)s1 | 4 | 96 | -7 | 0 | 100 | 101 | 100 | 90
Cc1cc(C(=O)NC2CCCc3c2cnn3-c2cccc(C)c2C)no1 (stereo unspecified) | 0 | 96 | -14 | 18 | 98 | 103 | 99 | 105
O=C(CN1C(=O)C2CC=CCC2C1=O)Nc1nnc(SCc2ccc(F)cc2)s1 (stereo unspecified) | 1 | 100 | 5 | 4 | 97 | 102 | 98 | 99
Cc1cc(C)n(-c2nc3c(c(=O)[nH]c(=O)n3C)n2CC(O)COc2ccccc2)n1 (stereo unspecified) | 2 | 107 | -2 | 18 | 105 | 104 | 101 | 105
CC(NC(=S)Nc1ccc(Cl)cc1)C(c1ccccc1)N1CCOCC1 (stereo unspecified) | 4 | 95 | -3 | 6 | 96 | 90 | 96 | 90
CC1CN(S(=O)(=O)c2cccc(C(=O)OCc3cc(=O)oc4cc(O)ccc34)c2)CC(C)O1 (stereo unspecified) | 0 | 98 | -7 | 0 | 102 | 103 | 102 | 102
COc1cccc(C(Nc2ccccn2)c2oc(CO)cc(=O)c2O)c1 (stereo unspecified) | 2 | 98 | -13 | 7 | 98 | 93 | 98 | 89
COC(=O)c1cn(C)c2ccc(S(=O)(=O)N3CCCC3)cc2c1=O | 0 | 95 | -1 | 1 | 106 | 111 | 103 | 101
O=C(N/N=C/c1ccc2c(c1)OCO2)c1ccccn1 | 1 | 99 | 6 | 11 | 101 | 102 | 97 | 93
Fc1cc(F)cc(NC(=S)N2CCN(c3ncccn3)CC2)c1 | 1 | 100 | 6 | -1 | 104 | 100 | 98 | 100
COc1ccc(NC(=O)Nc2cnccn2)cc1 | 5 | 99 | 17 | -9 | 105 | 104 | 97 | 108

An excerpt from further up, as a working copy:
SMILES | GRK2 inh | CIT2 TOR yeast | GASC-1 inh | VLA-4 inh | AGP1-GFP MLPCN | MEP2 TOR yeast | RPL19A-GFP yeast | LAP4 TOR yeast
CSc1ccccc1NC(=O)C1CCCN(S(C)(=O)=O)C1 (stereo unspecified) | 2 | 105 | 5 | 13 | 101 | 95 | 101 | 96
N=c1oc2ccccc2cc1C(=O)N/N=C/c1ccccc1 | 0 | 99 | -3 | -7 | 98 | 95 | 99 | 94

(next part)
SMILES | GRK2 inh | CIT2 TOR yeast | GASC-1 inh | VLA-4 inh | AGP1-GFP MLPCN | MEP2 TOR yeast | RPL19A-GFP yeast | LAP4 TOR yeast
Nc1nnnn1CC(=O)N/N=C/c1ccc(-c2cccc(Cl)c2)o1 | 0 | 109 | 0 | 16 | 110 | 105 | 106 | 105
CCn1c(=O)c([N+](=O)[O-])c(NCc2ccco2)c2ccccc21 | 0 | 95[may fluoresce green] | -1 | 14 | 96[may fluoresce green] | 109[may fluoresce green] | 92[may fluoresce green] | 201*[may fluoresce green]
CC(C)Oc1ccc2ccccc2c1C=O | 2 | 99 | 0 | 16 | 100 | 108 | 98 | 96
O=C(CCCNC(=O)c1ccc(Cl)cc1)Nc1ccc(F)c(S(=O)(=O)N2CCOCC2)c1 | 0 | 97 | 3 | 14 | 97 | 105 | 94 | 99
Cc1cc(Cl)ccc1OC(C)C(=O)NN=C1CCCCCC1 (stereo unspecified) | 3 | 101 | 8 | 0 | 99 | 101 | 99 | 94
Cc1cc(C)c(OCC(=O)Nc2ccc3c(c2)OCO3)cc1C | 0 | 93 | -8 | -9 | 107 | 107 | 104 | 111
CCN(CC)CCCN(C(=O)Cn1nnc(-c2ccc(OC)c(OC)c2)n1)C(C(=O)NC(C)(C)C)c1ccc(F)cc1 (stereo unspecified) | 0 | 96 | 2 | 16 | 93 | 95 | 95 | 94
Cc1ccc(S(=O)(=O)N2CCN(C(=O)CN3C(=O)NC4(CCCCC4)C3=O)CC2)c(C)c1 | 0 | 104 | -5 | 6 | 107 | 104 | 105 | 103
COc1ccc(OCCNC(=O)c2cc(C3CC3)nc3c2cnn3C(C)C)cc1 | 0 | 91 | -3 | -2 | 96 | 94 | 96 | 100
Cc1nn(C)c(C(=O)Nc2ccc(Cl)c([N+](=O)[O-])c2)c1Cl | 1 | 103 | 3 | -10 | 108 | 108 | 106 | 98
COc1ccc(C(=O)NC(CC(=O)O)c2cc([N+](=O)[O-])ccc2Cl)c(SC)c1 (stereo unspecified) | 0 | 106 | 44 | 2 | 107 | 98 | 101 | 99
Cc1nn(Cc2ccccc2Cl)c(C)c1NC(=O)CCCn1nc(C)c([N+](=O)[O-])c1C | 0 | 98 | -1 | 28 | 101 | 101 | 95 | 95
Cc1ccc(C(=O)COC(=O)c2ccc(-c3cnc4ccccc4n3)cc2)cc1C | 0 | 107 | 8 | 5 | 106 | 104 | 104 | 109
CC(C)N1CCC(N2CCN(CCCc3ccccc3)CC2CCO)CC1 (stereo unspecified) | 0 | 106 | -14 | -3 | 103 | 98 | 100 | 98
CCOc1c(Cl)cc(/C=C/C(=O)N(CC)CC(=O)Nc2ccc(NC(C)=O)cc2)cc1OC | 6 | 98 | 12 | -3 | 111 | 96 | 99 | 116
Cc1ccc(S(=O)(=O)Nc2ccccc2-c2nc3ccccc3[nH]c2=O)cc1 | 0 | 99 | 3 | 4 | 98 | 99 | 94 | 97
Cc1ccc(S(=O)(=O)N2C(=O)/C(=C3\SC(=S)NC3=O)c3ccccc32)cc1 | 3 | 98 | -6 | 9 | 104 | 98 | 98 | 100
Cc1ncc([N+](=O)[O-])n1CCN1C(=O)c2ccccc2C1=O | 2 | 100 | -2 | 1 | 90 | 112 | 100 | 95
Cc1cccc(C(=O)NCC(=O)N2CCN(S(=O)(=O)c3ccccc3)CC2)c1 | 3 | 79 | -10 | 6 | 97 | 94 | 91 | 97
Cc1ccccc1N1C(=O)C(Cl)=C(N2CCCCCC2)C1=O | 3 | 89 | 1 | 2 | 97 | 102 | 97 | 95
COC(=O)C(NC(C)=O)(Nc1cccc(C)n1)C(F)(F)F (stereo unspecified) | 2 | 102 | 3 | 7 | 107 | 97 | 97 | 130
Cc1ccc(OC(C)c2nnc(N)s2)cc1Cl (stereo unspecified) | 0 | 104 | 3 | 0 | 104 | 93 | 101 | 92
Nc1ccc(C(=O)OC2CCOC2=O)cc1[N+](=O)[O-] (stereo unspecified) | 4 | 99 | 8 | 6 | 107 | 107 | 100 | 98
Cc1ccc(OCCCC(=O)Nc2ccc(S(=O)(=O)N3CCOCC3)cc2)cc1 | 0 | 99 | 2 | 18 | 100 | 98 | 97 | 98
CCN1CNC(=S)N(CCc2ccccc2)C1 | 1 | 104 | 16 | -10 | 102 | 102 | 102 | 98

Ordered by the number under AGP1-GFP MLPCN (smallest number first): 3 from the list above.
canonical_smiles | GRK2 inh | CIT2 TOR yeast | GASC-1 inh | VLA-4 inh | AGP1-GFP MLPCN | MEP2 TOR yeast | RPL19A-GFP yeast | LAP4 TOR yeast
COc1ccc(OCCNC(=O)c2cc(C3CC3)nc3c2cnn3C(C)C)cc1 | 0 | 91 | -3 | -2 | 96 | 94 | 96 | 100
O=C(N/N=C/c1ccc2c(c1)OCO2)c1ccccn1 | 1 | 99 | 6 | 11 | 101 | 102 | 97 | 93
COC(=O)C1C(=O)/C(=C/N(C)C)C(=O)CC1(C)C (stereo unspecified) | 2 | 104 | -2 | -5 | 105 | 96 | 98 | 93
